pCIP destab: p/CIP protein destabilization; decrease of EGFP signal, % at 10 µM; AID 1984; F442A p/CIP-EGFP cells, EGFP fluorescence, 16 h; 290,000 compounds, 0.01% hits;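 active means EGFP signal decrease of at least 30% at 10 µM or well 3 SD below plate mean, unless failing retest; inactive means the rest, including hits failing retest or dose response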; further: some compounds called inactive have numbers as strong as hits; many of its hits are not listed in these tables
DNA FID counter: counter-screen for HCV NS3 helicase inhibitors: DNA intercalator displacement; inhibition, % at 7.9 µM; AID 1845; 290,000 compounds, 0.17% hits; DNA fluorescent intercalator displacement, fluorescence; in the data active means inhibition above about 37%;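 further: 0% = vehicle and 100% = reference compound; higher means more ethidium bromide displaced from hairpin DNA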
VIM-2 inhibitor: blocks Pseudomonas aeruginosa VIM-2 metallo-beta-lactamase; purified VIM-2, nitrocefin hydrolysis, epi-absorbance fluorescence; inhibition, % at 5.6 µM; 290,000 compounds, 0.89% hits;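 active means inhibition above the mean of all tested compounds plus 3 SD, cutoff set per screening run, cut at about 7.5% in these data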;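 further: red hydrolysis product quenches plate fluorescence so inhibitors raise well fluorescence; 0% = enzyme with DMSO and 100% = DMSO without enzyme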
UBC9 SUMO inh: SUMOylation inhibition | inhibition, % at 35 µM | HTRF SUMOylation assay, SAE1/SAE2 + UBC9, in vitro | 290,000 compounds, 0.36% hits | P63279 | AID 2006; in the data active means inhibition above about 50%, passing the limit was not always enough; further: strong numbers were not always called active
PfM18AAP inh: blocks P. falciparum M18 aspartyl aminopeptidase; recombinant PfM18AAP, H-Glu-NHMec fluorogenic cleavage; inhibition, % at 7.35 µM; 290,000 compounds, 1.2% hits; AID 1822;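 active means inhibition above the campaign mean inhibition over all tested compounds plus 3 SD, cut at about 28% in these data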;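 further: 0% = plate median of test compound wells and 100% = 2 mM ZnCl2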
HCV NS3 hel inh: HCV NS3 helicase inhibition. NS3 helicase DNA unwinding, Cy5 molecular beacon fluorescence. inhibition, % at 10.9 µM. 290,000 compounds, 0.56% hits. AID 1800;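 active means inhibition above the mean of all tested compounds plus 3 SD, set per campaign, cut at about 35% in these data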;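 further: 0% = DMSO wells and 100% = thioflavine S control wells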
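Assay system: hepatitis C virus NS3 helicase domain fragment enzyme. Also added: annealed dual-labelled DNA beacon duplex, ATP-started. Timing: 1 h reaction at 25 °C, ATP-initiated. Technique: Cy5 fluorescence at 0 and 60 min, beacon hairpin quenching. Evaluation: % inhibition of unwinding. Replication: one well per compound.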
IMP-1 inhibitor: inhibitors of Pseudomonas aeruginosa IMP-1 metallo-beta-lactamase. purified IMP-1, nitrocefin hydrolysis, epi-absorbance fluorescence. inhibition, % at 5.6 µM. 290,000 compounds, 0.45% hits;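 active means inhibition above the mean plus 3 SD of all compounds in the same screening run, cut at about 4.5% in these data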;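 further: 0% = IMP-1 with DMSO and 100% = DMSO wells lacking enzyme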
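System: purified recombinant IMP-1 beta-lactamase. Medium: Zinc- and detergent-supplemented HEPES buffer, pH 7.1. Compound: one 5.6 µM dose […]. Schedule: 15 min preincubation plus 25 min reaction at 25 °C. Technique: Epi-absorbance fluorescence, 480 nm excitation, 530 nm emission.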
IDE inh: inhibits human insulin-degrading enzyme in HEK cells. P14735. FAbetaB cleavage, fluorescence polarization. inhibition, % at 5.59 µM. 320,000 compounds, 0.41% hits. AID 434962;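 active means percent inhibition above the average of all tested compounds plus 3 SD, set per screening campaign, cut at about 16% in these data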;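 further: IDE supplied by intact live HEK cells; FP after avidin binding of uncleaved biotin substrate so inhibition keeps polarization high; 0% = DMSO wells and 100% = 60 µM reference IDE inhibitor Ii1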
IDE act: IDE (human) activation, cell-based. HEK cells, FAbeta-B cleavage, fluorescence polarization; 0% vehicle, 100% cell-free pure enzyme wells. activation, % at 5.96 µM. 340,000 compounds, 0.073% hits. AID 493087;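 active means activation above the mean of all tested compounds plus 3 SD, set per screening campaign, cut at about 17% in these data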
An asterisk follows results filed as active. These rows are one share of the data. The share of hits here may be higher or lower than overall.

SMILES	pCIP destab	DNA FID counter	VIM-2 inhibitor	UBC9 SUMO inh	PfM18AAP inh	HCV NS3 hel inh	IMP-1 inhibitor	IDE inh	IDE act
O=C(CCN1CCN(CCO)CC1)N1c2ccccc2Sc2ccc(C(F)(F)F)cc21	-1	20	-2.3	1	2	-61	-1.6	1	8

Screens deposited in PubChem by several laboratories.
